GLP-1R agonist = GLP-1 receptor (human) agonism. AID 624172. Potency, µM (titrated, usually from 45.6 µM), inactives show at the top dose activation, actives largely listed as activators. HEK293 GLP-1R CRE-luciferase, luminescence, 4-6 h; cells express a hypersensitive GLP-1R form. actives 0.007% (n = 380,000); also: potency is read from the fitted curve at half-maximal effect; % of control where 0% means no effect
Target sequence (P43220 whole entry, looked up): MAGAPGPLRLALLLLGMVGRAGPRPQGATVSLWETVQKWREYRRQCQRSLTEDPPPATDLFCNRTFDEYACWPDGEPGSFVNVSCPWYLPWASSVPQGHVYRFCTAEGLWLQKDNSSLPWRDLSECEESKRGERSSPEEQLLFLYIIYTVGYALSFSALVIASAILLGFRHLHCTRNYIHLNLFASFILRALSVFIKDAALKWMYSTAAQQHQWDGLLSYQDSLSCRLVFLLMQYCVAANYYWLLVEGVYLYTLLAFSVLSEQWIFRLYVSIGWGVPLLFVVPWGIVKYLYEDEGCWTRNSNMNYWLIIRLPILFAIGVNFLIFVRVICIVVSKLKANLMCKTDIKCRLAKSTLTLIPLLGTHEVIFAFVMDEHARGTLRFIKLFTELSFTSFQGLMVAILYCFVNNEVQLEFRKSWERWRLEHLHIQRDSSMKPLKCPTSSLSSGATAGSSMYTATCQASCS
HT1080 IDH1KD tx = HT-1080 IDH1 knockdown cell toxicity (counter line); actives 2% (n = 360,000); HT-1080 IDH1 knockdown viability, ATP luminescence, 48 h; Potency, µM (top dose mostly 46.1 µM), for the others: at the highest dose activity, negative = toxicity, usual class: cytotoxic;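 also: potency is read from the fitted curve at half-maximal effect; 0% = DMSO wells and -100% = cell-free medium wells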
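HT-1080-IDH1KD cells (IDH1 knocked down), 750/well in RPMI with 5% FBS, treated with compound 48 h at 37 degrees C. Viability by CellTiter-Glo luminescence, normalised to DMSO and no-cell wells; concentration-response curves classed.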
SW480 rerep = inducers of DNA re-replication in SW480 colon cancer cells | SW480 DNA re-replication, Hoechst DNA content imaging, 48 h | Potency, µM (titrated, usually from 46.1 µM), without a hit: top-dose re-replication activation, actives largely listed as activators | actives 1.8% (n = 340,000) | AID 624297; also: potency is read from the fitted curve at half-maximal effect; % of control where 0% means no effect; nearly all actives have a fitted effect of over 55% in size
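Image-based DNA-content assay: after two days of treatment, nuclei were labelled with the DNA dye Hoechst and imaged, and hits were compounds raising the count of nuclei showing high fluorescence intensity.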
HT1080NT lethal = kills 2HG-producing HT-1080-NT fibrosarcoma cells | HT-1080-NT fibrosarcoma viability, CellTiter-Glo ATP luminescence, 48 h | Potency, µM (series often up to 46.1 µM), without a hit: at the highest dose activity, negative = less viability, most hits filed as cytotoxic | actives 1.6% (n = 360,000) | AID 686970;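 also: NT is the 2HG producing partner of a matched IDH1 knockdown line; potency is read from the fitted curve at half-maximal effect; 0% = DMSO-treated cells and -100% = media-only wells without cells; nearly all actives have a fitted effect of over 55% in size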
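750 cells/well, RPMI + 5% FBS; 2 h settle, compound pin-transfer, 48 h at 37 degrees C. CellTiter-Glo 10 min RT, luminescence. Normalized to DMSO and media-only wells.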
KB-V1 MDR tox = KB-V1 MDR subline cytotoxicity; KB-V1 MDR cells viability, CellTiter-Glo, 72 h; Potency, µM (series often up to 46.1 µM), without a hit: at the top dose activity change, negative = cytotoxicity, hits mostly cytotoxic; actives 3.4% (n = 400,000); AID 1347076; also: potency is read from the fitted curve at half-maximal effect; % is scaled to controls: 0 for no effect and ±100 for the full control effect; nearly all actives have a fitted effect of over 60% in size
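Potencies derive from concentration-effect curves fitted to normalized luminescence (CellTiter-Glo) of KB-V1 cells treated for 72 h at 37 degrees C in phenol-red-free DMEM containing 10% FBS.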
D3 antag = D3 dopamine receptor (human) antagonism. D3R cells, DiscoveRx beta-arrestin luminescence, antagonist mode; hits give low values. actives 2.5% (n = 360,000). max response, negative = inhibition, %; in the data active = max response below about -50%; inconclusive = no clear call, values can overlap the other calls; also: % is scaled to controls: 0 for no effect and ±100 for the full control effect; mostly tested at two doses, the higher about 12 µM
Target sequence (P35462 whole entry, looked up): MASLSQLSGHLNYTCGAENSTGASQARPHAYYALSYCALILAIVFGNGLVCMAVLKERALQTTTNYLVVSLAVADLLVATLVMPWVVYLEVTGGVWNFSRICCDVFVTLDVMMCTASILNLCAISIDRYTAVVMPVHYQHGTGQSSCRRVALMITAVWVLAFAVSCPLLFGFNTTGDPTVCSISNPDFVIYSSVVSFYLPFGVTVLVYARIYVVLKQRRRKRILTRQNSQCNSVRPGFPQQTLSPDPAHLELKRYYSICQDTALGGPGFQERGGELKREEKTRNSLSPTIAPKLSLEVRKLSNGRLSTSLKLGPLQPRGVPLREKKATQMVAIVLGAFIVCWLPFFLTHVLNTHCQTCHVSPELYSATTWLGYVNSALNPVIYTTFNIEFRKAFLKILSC
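Cells expressing the human receptor were seeded at 1500 cells/well, incubated overnight at 37 degrees C in 5% CO2, then exposed to library compounds with dopamine controls for 90 minutes at 37 degrees C before luminescent detection.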
D3 ag = D3 dopamine receptor (human) agonism; D3R DiscoveRx beta-arrestin cells, luminescence, 90 min; actives 0.58% (n = 410,000); max activation, %; P35462; in the data active = max activation above about 30%; also: 0% is about no effect; mostly tested at two doses, the higher about 12 µM
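Agonist mode: compounds and dopamine controls were applied to plated cells for 90 min at 37 degrees C after an overnight attachment at 1500 cells/well. Luminescent read-out followed 30 - 60 minutes at room temperature with DiscoveRx detection reagent.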
KB-3-1 tox = KB-3-1 parental cell cytotoxicity | KB-3-1 viability, CellTiter-Glo ATP luminescence, 72 h | Potency, µM (top dose mostly 46.1 µM), for inactives: at the highest dose activity change, negative = cytotoxic, most hits filed as cytotoxic | actives 1.4% (n = 400,000) | AID 1347075; also: potency is read from the fitted curve at half-maximal effect; % is scaled to controls: 0 for no effect and ±100 for the full control effect; nearly all actives have a fitted effect of over 60% in size
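Screening of KB-3-1 cells (DMEM, 10% FBS, phenol-red free) ran from lowest to highest compound concentration; after 72 h at 37 °C viability was read luminescently and curves fitted.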
IL-1B inflam inh = blocks inflammasome-driven IL-1 beta release; AID 743279; activity change, % at 57.5 µM; THP-1 LPS/ATP IL-1B secretion, AlphaLISA, 16 h; hits give low values; actives 4.7% (n = 360,000); in the data active = activity change below about -50%; inconclusive = mostly about -30% to -49%; also: % is scaled to controls: 0 for no effect and ±100 for the full control effect
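THP-1 cells pretreated 1 hr with compounds (up to 57.5 uM final), then stimulated with LPS (250 ng/mL final) plus ATP (1.25 mM final); secreted IL-1B measured by AlphaLISA after 16 hr, decreased signal indicating inhibition.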
The depositor's hits bear a star; ? = inconclusive; / = no result given; [ ] = remark or other dose. Unless noted, calls follow the shape of the dose curve; as a rule, active = well fitted curve in the direction sought with a large enough effect; inconclusive = small, poorly fitted or top-dose-only effect, or another doubt; inactive = no such curve, though single readings can be large; an effect the other way counts as inactive or inconclusive.

SMILES	GLP-1R agonist	HT1080 IDH1KD tx	SW480 rerep	HT1080NT lethal	KB-V1 MDR tox	D3 antag	D3 ag	KB-3-1 tox	IL-1B inflam inh
COc1ccc(OC)c(NC(=O)c2cccc(C)c2[N+](=O)[O-])c1	3.2%	0.9%	24.6%	9.3%	-10.0%	2.0	-3.7	2.8%	?
CCc1nnc(NC(=O)CSc2nnc(Cc3ccccc3)n2Cc2ccccc2)s1	0.6%	-14.9%	-5.0%	-3.1%	-12.9%	-0.4	1.7	0.2%	12.2
CC(=O)c1ccc(N2CCN(CC(O)COCc3ccco3)CC2)cc1 (stereo not drawn)	-4.4%	-1.9%	-0.2%	-0.7%	-20.8%	-19.8	-5.6	-2.9%	2.3
O=C(C[C@H]1CC[C@@H](NC(=O)c2ccncc2)[C@@H](CO)O1)NCC1CC1	/	?	/	25.8%	-2.3%	12.2	0.7	-1.7%	0.2
O=C(CCc1ccccc1)Nc1ccc(NS(=O)(=O)c2ccccc2)cc1	0.3%	0.0%	0.3%	-4.0%	0.0%	-11.5	-3.2	7.8%	2.6
CCN(C(=O)Cn1c(=O)n(-c2cc(OC)c(OC)c(OC)c2)c(=O)c2ccccc21)c1cccc(C)c1	-0.8%	-0.4%	-11.7%	2.3%	2.1%	7.7	3.8	13.1%	-5.2
Cc1cc(=O)[nH]c(N2CCc3ccccc3C2)n1	17.0%	5.3%	-5.4%	26.0%	-1.7%	16.7	1.3	3.9%	13.1
CCOC(=O)CC(=O)NC(CC(=O)OC)c1ccc(Br)cc1 (stereo not drawn)	-7.3%	3.1%	-1.3%	11.7%	0.9%	-11.1	-3.3	23.1%	10.0
O=C(COC(=O)c1cc(S(=O)(=O)N2CCCC2)ccc1O)NCCc1ccccc1	-6.3%	0.0%	-2.9%	0.7%	-14.6%	13.0	2.0	3.5%	17.1
COc1ccc(S(=O)(=O)N(CC(=O)NC2CC2)Cc2ccccc2)cc1	17.1%	0.2%	-0.8%	2.7%	-16.3%	15.4	16.6	2.4%	-4.5
Nc1ncnc2nc(SCC(=O)N3CCN(c4ccccc4)CC3)[nH]c12	-0.1%	-0.9%	1.3%	22.0%	11.3%	-13.0	-25.4	1.1%	9.1
Cn1cccc1C(=O)OCc1ccc(F)cc1	4.0%	6.6%	11.3%	?	-1.3%	2.2	-1.7	2.5%	28.9
CC(C)=CCCC1=CCC(/C=N/NC(N)=O)C(C)C1 (stereo not drawn)	4.8%	-2.5%	7.2%	-1.1%	1.4%	-9.2	1.8	0.0%	?
CC1(C(=O)NCCc2c[nH]c3ccccc23)CCN1Cc1ccccc1OC(F)F (stereo not drawn)	-2.3%	?	/	23.1µM*	-26.8%	-24.2	-10.0	?	-20.4
CN1CCN(c2nc(-c3cccnc3)nc3scc(-c4ccccc4)c23)CC1	5.5%	-8.5%	?	?	-19.7%	-14.9	-5.7	-16.6%	-51.9*

4 compounds from above, limited to GLP-1R agonist.
smiles	GLP-1R agonist
O=C(COC(=O)c1cc(S(=O)(=O)N2CCCC2)ccc1O)NCCc1ccccc1	-6.3%
COc1ccc(S(=O)(=O)N(CC(=O)NC2CC2)Cc2ccccc2)cc1	17.1%
Nc1ncnc2nc(SCC(=O)N3CCN(c4ccccc4)CC3)[nH]c12	-0.1%
Cn1cccc1C(=O)OCc1ccc(F)cc1	4.0%

Later entries:
SMILES	GLP-1R agonist	HT1080 IDH1KD tx	SW480 rerep	HT1080NT lethal	KB-V1 MDR tox	D3 antag	D3 ag	KB-3-1 tox	IL-1B inflam inh
COc1ccccc1N1CC(C)C(=O)NC1=S (stereo not drawn)	1.5%	0.3%	-1.9%	9.6%	3.0%	15.5	-1.8	17.9%	3.7
COc1ccc(-c2cc(C(F)(F)F)n3nc(-c4ccccc4)cc3n2)cc1OC	-2.1%	/	/	/	?	/	10.1	-7.7%	/
CCCCn1cnc2c(SCc3ccccc3Cl)nc(N)nc21	34.0%	-25.8%	?	-25.3%	-0.9%	-14.1	-2.5	-16.8%	-87.3*
COC(=O)CN(Cc1ccco1)S(=O)(=O)c1ccccc1	-3.3%	25.0%	1.3%	6.2%	-12.8%	13.4	2.4	-1.2%	5.1
CC(C)CC(=O)Nc1ccnn1C1CCN(C(=O)c2ccccc2F)CC1	10.7%	5.2%	2.3%	0.7%	/	?	2.7	/	-5.8
CCCS(=O)(=O)N1CCCC(C(=O)N2CCC(Cc3ccccc3)CC2)C1 (stereo not drawn)	3.5%	0.3%	-1.1%	5.0%	-9.0%	33.3	1.5	7.3%	-20.9
C[C@@H](C(=O)O)[C@@H]1C[C@@]1(C)[C@@H](NC(=O)OCc1ccccc1)c1ccccc1	-0.4%	7.6%	-13.9%	8.3%	0.0%	0.0	7.0	22.1%	13.4
Cc1cc2oc3ccc(NCCCN4CCOCC4)cc3c(=O)c2cc1C	-6.3%	18.2%	0.2%	18.5%	5.4%	6.0	4.8	?	-6.1
O=C1C(=O)c2ccccc2C(O)=C1CC=C(Cl)Cl	2.4%	-29.5%	3.0%	-6.5%	3.66µM*	12.6	-10.1	14.6µM*	-5.3
COc1ccc(C2CC(=O)C=C(NCc3ccccc3)C2)cc1 (stereo not drawn)	17.5%	18.4µM*	?	23.1µM*	?	20.6	-3.9	?	-18.5
Cc1ccc(S(=O)(=O)NC(=NC(C)C)c2ccccc2)cc1	7.4%	3.9%	?	12.5%	?	-13.1	-1.8	1.7%	10.2
COC(=O)C1=C(C)NC(C)=C(C(=O)OCC2CCCO2)C1c1cccc(Br)c1 (stereo not drawn)	6.2%	-0.9%	18.7%	-2.8%	?	1.2	3.1	14.2%	?
COc1cccc(N2CC(NS(=O)(=O)c3ccc4ccccc4c3)CC2=O)c1 (stereo not drawn)	5.9%	-10.8%	43.4%	-7.4%	-1.9%	3.6	0.0	-2.4%	-25.7
CSc1nc(Cl)c(Cc2ccc(OC(C)C)cc2)c(N2CCOCC2)n1	7.7%	?	-1.3%	-27.2%	?	-14.4	-4.8	9.2µM*	-10.8
CCCN1CCC(N2CCN(c3cccc(C(F)(F)F)c3)CC2)CC1	2.2%	-5.8%	12.3%	?	1.9%	?	-27.0	-23.2%	51.0

In a second layout: 2 of the compounds above.
| SMILES | GLP-1R agonist | HT1080 IDH1KD tx | SW480 rerep | HT1080NT lethal | KB-V1 MDR tox | D3 antag | D3 ag | KB-3-1 tox | IL-1B inflam inh |
| --- | --- | --- | --- | --- | --- | --- | --- | --- | --- |
| COc1ccc(-c2cc(C(F)(F)F)n3nc(-c4ccccc4)cc3n2)cc1OC | -2.1% | / | / | / | ? | / | 10.1 | -7.7% | / |
| C[C@@H](C(=O)O)[C@@H]1C[C@@]1(C)[C@@H](NC(=O)OCc1ccccc1)c1ccccc1 | -0.4% | 7.6% | -13.9% | 8.3% | 0.0% | 0.0 | 7.0 | 22.1% | 13.4 |

Additional results.
SMILES	GLP-1R agonist	HT1080 IDH1KD tx	SW480 rerep	HT1080NT lethal	KB-V1 MDR tox	D3 antag	D3 ag	KB-3-1 tox	IL-1B inflam inh
COc1cc(C)c(C)cc1S(=O)(=O)N1CCN(Cc2ccccc2)CC1	-0.5%	?	-1.6%	-10.8%	-11.5%	-19.4	-13.3	-17.0%	1.3
O=C(Nc1cc(F)ccc1F)c1ccc(-n2cncn2)c([N+](=O)[O-])c1	6.1%	16.2%	4.4%	1.3%	-1.4%	-13.1	-16.0	-1.7%	-6.0
O=C(O)CN1C(=O)NC2(CCc3ccccc32)C1=O (stereo not drawn)	2.0%	8.0%	-11.2%	13.4%	11.2%	-3.3	1.2	-5.3%	9.6
CN(NS(=O)(=O)c1ccc([N+](=O)[O-])cc1)c1ccccc1	-0.2%	?	/	-28.0%	0.6%	?	-3.1	26.4%	-6.1
COc1ccc([C@H]2CC(=O)C=C(c3cc(C=O)ccc3OC)C2)cc1	7.0%	14.6µM*	9.2µM*	?	?	-24.1	-33.8	16.4µM*	38.8
c1ccc(CCn2nnnc2C(c2cccs2)N2CCOCC2)cc1 (stereo not drawn)	11.4%	11.5%	-5.1%	11.1%	6.0%	30.8	1.4	1.0%	5.4
CN(Cc1cnccn1)Cc1nc(Cc2ccccc2F)no1	-1.0%	18.7%	-51.0%[inhibitor]	10.8%	?	-6.9	14.7	5.2%	6.2
Cc1ccc(N2CCN(C(=O)N3CCCC3)CC2)cc1Cl	-5.1%	1.8%	0.1%	8.2%	?	-24.9	-1.5	12.3%	0.0
COc1cc(NC(=O)COC(=O)[C@@H]2CCCN2S(=O)(=O)c2ccc(Cl)cc2)cc(OC)c1OC	8.4%	12.2%	-2.3%	9.4%	16.6%	45.1	2.9	7.8%	-4.8
N#C/C(=C(/O)CN1C(=O)c2ccccc2C1=O)c1nc2ccccc2[nH]1	-14.2%	5.8%	-2.0%	5.9%	17.6%	-10.3	9.4	-0.6%	12.4
O=C(O)Cn1c(COc2ccc(Cl)cc2)nc2ccccc21	-4.8%	14.7%	-5.0%	15.5%	-25.1%	-3.1	-10.8	3.0%	-8.3
N#Cc1ccc(OCC(=O)Nc2ccncc2)cc1	3.4%	-27.4%	30.4%	0.5%	?	-16.9	-15.5	-64.9%	6.7
S=c1[nH]nc(-c2ccc(Cl)cc2)n1/N=C/C=C/c1ccco1	2.6%	-8.5%	-1.7%	-17.0%	6.6%	-79.8*	-2.9	12.7%	12.3
COC(=O)C1=C(C)N(Cc2ccccc2)C(=NCCc2c[nH]c3ccccc23)N[C@H]1c1ccccc1	2.3%	-20.7%	-11.5%	-16.9%	-7.2%	3.2	-20.3	?	?
COc1ccc(NS(=O)(=O)c2cc(C(=O)N3CCN(C/C=C/c4ccccc4)CC3)ccc2C)cc1	0.4%	-12.2%	-0.9%	-7.5%	5.8µM*	-8.5	49.4*	18.4µM*	?
O=C(c1ccco1)N1CCN(C(c2coc3ccc(Cl)cc3c2=O)c2nnnn2C2CCCC2)CC1 (stereo not drawn)	-9.1%	11.8%	-1.8%	6.7%	-18.6%	-14.1	7.1	-28.3%	-14.3
Cc1ccc(C2(C)NC(=O)N(CC(=O)c3ccc(Cl)s3)C2=O)cc1 (stereo not drawn)	-23.0%	-0.2%	-2.8%	2.2%	20.6µM*	-12.3	1.3	13.7%	-8.8
